# N370S GC mod – N370S glucocerebrosidase modulation, Gaucher chaperone candidate; N370S GC spleen homogenate, 4MU-glucoside fluorescence; Potency, µM (top dose mostly 59.4 µM), without a hit: at the highest dose activity change, negative = inhibition, usual class: inhibitors; 0.092% of 330,000 active;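 further: 0% = full enzyme activity and -100% = no enzyme basal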
# TDP1 inh – TDP1 (human) enzyme inhibition; Q9NUW8; recombinant TDP1, AlphaScreen DNA substrate cleavage; Potency, µM (titrated, usually from 130 µM), for inactives: at the highest dose activity change, negative = inhibition, usual class: inhibitors; 0.28% of 350,000 active; AID 485290; further: nearly all actives have a fitted effect of over 40% in size
#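 Here, a 5' biotin and 3' phosphotyrosine-FITC DNA oligonucleotide reports Tdp1 activity: intact substrate bridges AlphaScreen beads, while cleavage leaves a 3' phosphate and drops signal. All incubations at room temperature.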
# FEN1 inhibitor – blocks human flap endonuclease 1. P39748. Recombinant FEN1 flap cleavage, fluorescence, 15 min. Potency, µM (series often up to 114 µM), for inactives: top-dose activity change, negative = inhibition, hits mostly inhibitors. 0.35% of 390,000 active. AID 588795; further: nearly all actives have a fitted effect of over 65% in size
# Target sequence (P39748 whole entry, looked up): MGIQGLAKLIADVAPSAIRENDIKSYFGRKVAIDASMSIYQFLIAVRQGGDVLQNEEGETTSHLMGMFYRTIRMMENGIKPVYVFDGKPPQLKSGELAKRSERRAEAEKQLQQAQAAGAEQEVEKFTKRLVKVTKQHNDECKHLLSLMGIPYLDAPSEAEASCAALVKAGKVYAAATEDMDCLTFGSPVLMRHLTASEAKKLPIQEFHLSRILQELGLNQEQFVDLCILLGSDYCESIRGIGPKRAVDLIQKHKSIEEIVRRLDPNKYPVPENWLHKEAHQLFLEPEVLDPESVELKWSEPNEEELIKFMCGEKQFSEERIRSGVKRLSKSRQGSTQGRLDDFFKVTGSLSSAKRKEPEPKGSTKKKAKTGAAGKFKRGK
#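 Enzyme 10 nM, 15 min RT preincubation with compound; start with substrate 50 nM final; reads at 0 and 15 min; qHTS titration, four-parameter Hill fit.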
# Active calls of the source: *; u = inconclusive; x = not tested or not shown; [ ] = remark or other dose. The call rests on the fitted dose curve; in most records, active means well fitted curve in the direction sought with a large enough effect; inconclusive means small, poorly fitted or top-dose-only effect, or another doubt; inactive means no such curve, though single readings can be large; an effect the other way counts as inactive or inconclusive. Unless noted, on the % scale 0 is the no-effect control and ±100 the full control effect; potency means the concentration at half of the fitted maximal effect.
compound	TDP1 inh	FEN1 inhibitor	N370S GC mod
O=C(NC(NC(=S)Nc1c(Cl)cccc1Cl)C(Cl)(Cl)Cl)c1cccc([N+](=O)[O-])c1 (stereo not given)	8%	6%	-18%
O=C(NCc1nc2ccccc2[nH]1)C1=C[C@H](c2ccc3c(c2)OCO3)C[C@H](OCc2ccc(CO)cc2)O1	8%	-2%	20%
Cc1ccc(OCC(=O)Nc2ccccc2Sc2ccccc2)c([N+](=O)[O-])n1	2%	-8%	26%
CCN(CC)CCn1c(N)c(S(=O)(=O)c2ccccc2)c2nc3ccccc3nc21	-4%	0%	-4%
CSc1cccc(NC(=O)C2CCN(S(=O)(=O)c3ccc(F)cc3)CC2)c1	3%	-10%	-3%
CCOC(=O)[C@H]1[C@H]2COc3ccc(Br)cc3[C@@H]2N2C(=O)c3ccc(Cl)cc3NC(=O)[C@@]12C	0%	10%	-4%
Cn1c(SCCN2CCCCC2)nnc1-c1ccccc1Br	-8%	-3%	2%
COc1cccc(N2CCN(C(=O)CCC(=O)c3ccc(Cl)s3)CC2)c1	2%	-11%	x
O=C(CSc1nnc(-c2ccncc2)n1Cc1ccccc1)NC1CCCCC1	x	-6%	-1%
N#C/C(=C(/O)COC(=O)CSc1ccc(Cl)cc1)c1nc2ccccc2[nH]1	8%	2%	9%
O=C(COc1ccccc1[N+](=O)[O-])Nc1cccc(S(=O)(=O)N2CCCC2)c1	2%	-1%	x
COC(=O)c1ccc2c(=O)[nH]c(COC(=O)c3c(-c4ccccc4)noc3C)nc2c1	-6%[0.505 µM]	-4%	2%
Clc1cccc(-c2nc(-c3ccccn3)no2)c1	1%	-3%	7%
Cc1ccccc1SC1CCN(Cc2nc(C3CC3)no2)CC1	-6%	-6%	11%
CC(=O)NC12CC3CC(C1)CC(C(=O)N1CCN(S(=O)(=O)c4cccc(C(F)(F)F)c4)CC1)(C3)C2	x	16%	-9%
O=C(NCCS(=O)(=O)NC1CCCCC1)c1ccccc1	-9%[0.505 µM]	-9%	-6%
Nc1nonc1N/N=C\c1ccccc1	x	-1%	-10%
C=CCNC(=O)/C(=C/c1ccco1)NC(=O)c1ccc(Br)o1	3%	-11%	-2%
COc1ccc(C(=O)C2CCN(CC(=O)Nc3ccc(OC)cc3OC)CC2)cc1	x	u	-1%
COc1ccc(NC(C)C(=O)Nc2ccc(C(C)(C)C)cc2)cc1Cl (stereo not given)	8%	1%	12%
CC(=O)COc1nc2c(c(-c3ccco3)c1C#N)CCc1ccccc1-2	-10%	13%	u
NC(=O)c1cc(S(=O)(=O)N2CCCC2)ccc1OCCOc1ccccc1F	7%	2%	3%
Cc1cc(C(=O)NN)c(Cl)cc1Cl	7%	5%	12%
Cc1cccc(N2CCN(C(=O)c3cc4ccc5cccnc5c4[nH]3)CC2)c1C	7%	-14%	x

# 3 compounds out of the list above, sorted by the number in FEN1 inhibitor, falling:
mol | FEN1 inhibitor
NC(=O)c1cc(S(=O)(=O)N2CCCC2)ccc1OCCOc1ccccc1F | 2%
COc1ccc(NC(C)C(=O)Nc2ccc(C(C)(C)C)cc2)cc1Cl (stereo not given) | 1%
C=CCNC(=O)/C(=C/c1ccco1)NC(=O)c1ccc(Br)o1 | -11%

# More records follow.
compound	TDP1 inh	FEN1 inhibitor	N370S GC mod
Cc1ccc(Cn2c(N3CCNCC3)nc3c2c(=O)[nH]c(=O)n3C)cc1	x	15%	-1%
C/C(=N\NC(=S)NCc1ccccc1)c1cccc(Br)c1	-10%	-1%	13%
CCOc1ccccc1NC(=O)C(=O)CC(=O)c1ccc(OC)cc1	x	-23%	1%
Cc1cc(C)cc(NS(=O)(=O)c2c(C(=O)N3CCOCC3)c(C)n(C)c2C)c1	0%	4%	1%
CCOc1ccc(N2CC(C(=O)N3CC(C)OC(C)C3)CC2=O)cc1 (stereo not given)	2%[0.0935 µM]	10%	2%
COc1ccc(NC(=O)COC(=O)c2cc(OC)c(OC)cc2NC(=O)c2ccco2)cc1OC	8%	-12%	6%
Cc1noc(C)c1S(=O)(=O)N1CCCC(C(=O)c2cccc(OC(C)C)c2)C1 (stereo not given)	5%	u	-19%
COc1ccc(CCc2nnc(CCC(=O)NCc3ccc4ncccc4c3)o2)cc1	6%	1%	3%
Cc1cc(Cl)ccc1NS(=O)(=O)c1ccc2c(c1)CCN2S(C)(=O)=O	-1%	-14%	x
COc1cccc(C(=O)Nc2cccc(-c3ccc(N4CCOCC4)nn3)c2)c1OC	5%	-8%	-10%
CCn1c(SCC(=O)NCCc2ccccc2)nnc1C(C)C	1%	1%	7%
O=C(NCCC1=CCCCC1)c1ccc2c(c1)ncn2-c1ccc(F)c(F)c1	7%	-21%	x
Cc1cccc(C)c1NC(=O)Cn1c(=O)n(CCC(=O)NCc2ccc3c(c2)OCO3)c(=O)c2sccc21	-5%	-14%	x
CC(=O)Nc1cccc(OCC(=O)Nc2sccc2C(N)=O)c1	3%	-18%	7%
COc1cccc(CSc2nc3sc(C)c(C)c3c(=O)n2Cc2ccco2)c1	1%	-24%	29%
Cc1cc2cc(CNC(=O)c3ccc(Br)o3)ccc2[nH]1	x	11%	14%
Cc1ccc(-c2nc(NCCN(C)C)c3ccccc3n2)cc1	x	-24%	-9%
O=C(Nc1nc2ccccc2s1)c1ccccc1[N+](=O)[O-]	6%	4%	0%
CC1Cc2cc(S(=O)(=O)N3CCC(C(=O)N(C)Cc4ccccc4)CC3)ccc2N1C(=O)C1CC1 (stereo not given)	2%	-9%	-30%
CC(C)Cn1c(C(C)NC(=O)Cc2ccccc2)nc2ccccc21 (stereo not given)	5%	16%	3%
Cc1nc2ccccc2c(=O)n1NC(=O)c1ccccc1F	x	1%	-16%
COc1ccccc1OCC(=O)NNC(=O)c1ccoc1C	5%	-1%	-11%
COc1ccc(CNC(c2ccccc2)c2ccc(Cl)cc2)cc1 (stereo not given)	u	11%	-8%
Cc1cc(CNC(=O)C2CCC(=O)N(Cc3ccccc3F)C2)nn1C (stereo not given)	2%	-1%	-1%
CCOc1ncccc1C(=O)NNC(=O)c1ccccc1-n1cccc1	3%	16%	-8%
COc1cc(/C=N/N2C(=O)C3C4c5ccccc5C(c5ccccc54)C3C2=O)ccc1O (stereo not given)	2%	-3%	6%
COc1cc(/C=N/Nc2nc(N3CCCC3)nc(N3CCCC3)n2)ccc1OCc1ccccc1F	7%	-21%	2%
Cn1c(=O)c2c(ncn2CC(=O)Nc2nc(-c3ccc(F)c(F)c3)cs2)n(C)c1=O	-3%	-17%	-4%
O=C(N/N=C/c1ccc(O)c(O)c1)c1ccc(-n2cnnn2)cc1	u	-24%	x
O=C(/C=C/c1cccc(Br)c1)N1CCN(c2cccc(C(F)(F)F)c2)CC1	-3%	-14%	28%
O=C(c1cc2ccccc2oc1=O)N1CCCC1	2%	-14%	1%
C[N+]1([O-])[C@@H]2Cc3cc4c(cc3[C@@H]1Cc1cc3c(cc12)OCO3)OCO4 (stereo not given in full)	0%	-1%	-4%
CCC1CCCCN1C(=S)NC(=O)c1ccco1 (stereo not given)	2%	-6%	x
Cc1ccccc1CC(=O)OCC(=O)Nc1ccc(C)c(S(=O)(=O)N2CCCCC2)c1	0%	-21%	x
CCCCc1nc(C(N)=O)c2[nH]c(=O)n(-c3ccc(OCC)cc3)c2n1	1%	23%	-4%
COCCCNC(=O)CC(c1cc(OC)c(OC)c(OC)c1)N1Cc2ccccc2C1=O (stereo not given)	3%	2%	x
CCOc1ccc(C(=O)NC(=S)N(Cc2ccccc2)Cc2ccccc2)cc1	12%	-4%	14%
COc1cc(C(=O)COC(=O)c2ccc([N+](=O)[O-])o2)cc(OC)c1OC	2%	-28%	x
NC(N)=NC(N)=Nc1ccc(O)cc1	-4%	-11%	2%
CC(C)(C)c1ccc(C(=O)N/N=C2\C3CN4CCN(C3)CC2(c2ccccc2)C4)cc1	0%	4%	-19%
Clc1cccc(-c2noc3ncnc(NC4CCCCC4)c23)c1	6%	14%	x
CC(C)(C)c1ccc(OCCC(=O)Nc2cccc(S(=O)(=O)NC3=NCCCCC3)c2)cc1	0%	-8%	-12%
COc1cc(Cl)c(C)cc1NC(=O)c1ccc(NS(=O)(=O)c2ccc(F)c(F)c2)cc1	0%	-3%	8%
Cc1cc(NC(=O)Cc2ccccc2C)no1	x	-1%	-2%
COc1ccc(C(=O)N2CCN(C(=O)COc3ccc(C)cc3)CC2)cc1OC	5%[12.3 µM]	-5%	x
Clc1ccc(Sc2cc(Cl)c(-c3ccccc3)nn2)cc1	-1%	-20%	-2%
O=C1C2C3C=CC(C3)C2C(=O)N1CCN1CCN(S(=O)(=O)/C=C/c2ccccc2)CC1 (stereo not given)	3%	-8%	9%
CCCCNc1cc(C)oc(=O)c1C(C)=O	6%	1%	-5%
CCN(CC)c1ccc(N=C2C(=O)Nc3ccccc32)cc1	x	-17%	-17%
CSc1ncccc1C(=O)N1CCN(S(=O)(=O)c2ccccc2)CC1	-1%[0.0935 µM]	0%	-5%
CCOC(=O)COc1ccc2c(c1)c(C(C)=O)c(C)n2-c1ccc(OC)cc1	x	-3%	-8%
O=C(NC1CC2CCCC(C1)N2Cc1ccccc1)c1cccc(F)c1 (stereo not given)	4%	19%	-7%
CCSC(N)=Nc1ccc(C(F)(F)F)cc1	10%[56.1 µM]	-16%	-8%
CCOc1ccc(S(=O)(=O)NCc2ccccc2)cc1C(N)=O	-3%	-13%	5%
COc1ccc(N2CCN(C(=O)CSc3ncn[nH]3)CC2)cc1	0%	1%	0%
Cc1ccc(-n2ncc3c(Nc4cccc(C)c4C)ncnc32)cc1	3%	0%	x
CCc1ccc(NC(=O)CSc2ccc(-c3sc(C)nc3C)nn2)cc1	3%	-7%	u
O=c1n(Cc2ccc(Cl)cc2)nc2n1-c1ccccc1OC2	3%	-9%	x

# Structures from the list above that have a Cl atom:
compound	TDP1 inh	FEN1 inhibitor	N370S GC mod
O=C(NC(NC(=S)Nc1c(Cl)cccc1Cl)C(Cl)(Cl)Cl)c1cccc([N+](=O)[O-])c1 (stereo not given)	8%	6%	-18%
CCOC(=O)[C@H]1[C@H]2COc3ccc(Br)cc3[C@@H]2N2C(=O)c3ccc(Cl)cc3NC(=O)[C@@]12C	0%	10%	-4%
COc1cccc(N2CCN(C(=O)CCC(=O)c3ccc(Cl)s3)CC2)c1	2%	-11%	x
N#C/C(=C(/O)COC(=O)CSc1ccc(Cl)cc1)c1nc2ccccc2[nH]1	8%	2%	9%
Clc1cccc(-c2nc(-c3ccccn3)no2)c1	1%	-3%	7%
COc1ccc(NC(C)C(=O)Nc2ccc(C(C)(C)C)cc2)cc1Cl (stereo not given)	8%	1%	12%
Cc1cc(C(=O)NN)c(Cl)cc1Cl	7%	5%	12%
Cc1cc(Cl)ccc1NS(=O)(=O)c1ccc2c(c1)CCN2S(C)(=O)=O	-1%	-14%	x
COc1ccc(CNC(c2ccccc2)c2ccc(Cl)cc2)cc1 (stereo not given)	u	11%	-8%
Clc1cccc(-c2noc3ncnc(NC4CCCCC4)c23)c1	6%	14%	x
COc1cc(Cl)c(C)cc1NC(=O)c1ccc(NS(=O)(=O)c2ccc(F)c(F)c2)cc1	0%	-3%	8%
Clc1ccc(Sc2cc(Cl)c(-c3ccccc3)nn2)cc1	-1%	-20%	-2%
O=c1n(Cc2ccc(Cl)cc2)nc2n1-c1ccccc1OC2	3%	-9%	x

# High-throughput results: PubChem, National Center for Advancing Translational Sciences (NCATS)

# This is a random part of the collection; about 0.53% have a hit in one of these screens.
